Compound activity: PubChem, National Center for Advancing Translational Sciences (NCATS)
Nrf2 block: blocks Nrf2 signaling | A549 ARE-Fluc reporter, luciferase luminescence, 18-24 h | Potency, µM (series often up to 46 µM), for inactives: at the top dose activity change, negative = inhibition, hits mostly inhibitors | 360,000 compounds, 2.1% hits | AID 504444; also: potency is read from the fitted curve at half-maximal effect; % is scaled to controls: 0 for no effect and ±100 for the full control effect; nearly all actives have a fitted effect of over 60% in size
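A549 ARE_Fluc cells (5000/well, 5% FBS OPTI-MEM) pre-incubated 2 h, then treated with compounds 18-24 h at 37C/5% CO2 in concentration-response. CellTiter-Fluor viability read first; BugLite luciferase luminescence after 15 min at room temperature gives Nrf2 activity.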
Nrf2 activator: Nrf2 pathway activation; 410,000 compounds, 0.31% hits; AREc32 ARE-luciferase reporter (MCF7-derived line), luminescence, 24 h; Potency, µM (top dose mostly 46.1 µM), for inactives: at the top dose activation, actives largely listed as activators; also: potency is read from the fitted curve at half-maximal effect; % of control where 0% means no effect; nearly all actives have a fitted effect of over 65% in size
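Luciferase luminescence (Steady-Glo, 30 min at room temperature) served as the read-out of ARE activation in AREc32 cells treated with compounds for 24 hr at 37 deg C.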
Mm-Cpn inhibitor: M. maripaludis TRiC chaperonin inhibition | 330,000 compounds, 0.031% hits | AID 504842 | Potency, µM (doses to about 76.9 µM), inactives show top-dose activity, negative = inhibition, most hits filed as inhibitors | purified Mm-Cpn ATPase, ADP Transcreener TR-FRET; also: potency is read from the fitted curve at half-maximal effect; % is scaled to controls: 0 for no effect and ±100 for the full control effect; nearly all actives have a fitted effect of over 80% in size
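Reaction buffer contained 30 mM Tris pH 7.4, 100 mM KCl, 5 mM MgCl2 and 1 mM DTT. Mm-CPN (25 nM final) hydrolysed 10 uM ATP over 30 min at 37°C; ADP was read by HTRF.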
ATXN viability: reduces viability in counter-screen for ATXN expression inhibitors; S2 cells (HEK-293 line with an ATXN2-luciferase reporter) viability, CellTiter-Fluor protease fluorescence, 24 h; Potency, µM (highest dose often 56.7 µM), usual class: cytotoxic; 400,000 compounds, 0.49% hits; AID 651635; also: potency is read from the fitted curve at half-maximal effect; nearly all actives have a fitted effect of over 40% in size
pAkt inh: inhibitors of Akt phosphorylation; activity change, % for hits at 50 µM; 360,000 compounds, 0.32% hits; Neuro2A IGF-stimulated pAkt S473 HTRF, 20 min; stronger effect = lower value; in the data active = activity change below about -80%; inconclusive = mostly about -51% to -80%; also: % is scaled to controls: 0 for no effect and ±100 for the full control effect
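Neuro2A cells in DMEM with 0.5% FBS, overnight at 37 deg C, given compound at single 50 µM final, then IGF (6 nM final) for 20 min at 37 deg C. Lysed; phospho-Akt Ser473 by HTRF after 24 h, 665/615 ratio.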
HepG2 tox: counter-screen for TGF-b inhibitors: cytotoxicity in HepG2 cells. HepG2 CAGA-GFP viability, ATP luminescence, 18 h. Potency, µM (highest dose often 46.1 µM), for inactives: top-dose activity change, negative = cytotoxicity, hits mostly cytotoxic. AID 588856. 410,000 compounds, 0.76% hits; also: potency is read from the fitted curve at half-maximal effect; some results filed as inactive show a strong effect at the top dose
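CellTiter-Glo luminescence gave cytotoxicity after 18 hours at 37 degrees C. The cells were HepG2 CAGA-GFP in 1% FBS DMEM, stimulated with 500 pg/mL TGF-beta after compound addition. %Activity was normalised to no-cell wells (complete cell-killing) and DMSO (no toxicity), and curves were fitted and classified.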
TGFb inhibitor: TGF-b pathway inhibition; HepG2 CAGA-GFP TGF-b/SMAD3 reporter, GFP fluorescence, 18 h; TGF-beta stimulated, 500 pg/mL final; Potency, µM (doses to about 46.1 µM), inactives show top-dose activity, negative = inhibition, actives largely listed as inhibitors; 410,000 compounds, 1.2% hits; also: potency is read from the fitted curve at half-maximal effect; % is scaled to controls: 0 for no effect and ±100 for the full control effect; nearly all actives have a fitted effect of over 65% in size
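HEPG2 CAGA-GFP cells (1000/well, DMEM with 1% FBS) were pre-incubated 2 h at 37 degrees C, given compound by pin tool, then stimulated with TGF-beta at 500 pg/mL final for 18 h before per-cell GFP fluorescence imaging.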
A549 tox: counter-screen for Nrf2 inhibitors: cytotoxicity in A549 cells; AID 504648; A549 ARE-Fluc cells, CellTiter-Fluor viability, 18-24 h; Potency, µM (titrated, usually from 46 µM), for inactives: at the highest dose activity change, negative = cytotoxicity, actives largely listed as inhibitors; 390,000 compounds, 0.16% hits; also: potency is read from the fitted curve at half-maximal effect; % is scaled to controls: 0 for no effect and ±100 for the full control effect
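A549 ARE-Fluc cells in 5% FBS OPTI-MEM, 5000 cells/well, rested 2 h then exposed to compounds in concentration-response for 18-24 h at 37 °C. Viability by CellTiter-Fluor fluorescence (Ex 405/Em 525) after 30 min; luciferase luminescence (BugLite, 15 min, RT) read afterwards.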
CCT chaperon mod: modulators of cytosolic chaperonin (CCT/TRiC) activity. purified chaperonin ATPase assay, HTRF ADP detection, 30 min. activity change, % (test concentration not listed), hits read low. 360,000 compounds, 0.3% hits; in the data active = activity change below about -30%; also: % is scaled to controls: 0 for no effect and ±100 for the full control effect
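We incubate TRiC, 40 or 20 nM final, with library compounds at 76 uM and 10 uM ATP for 30 min at 37 °C. ADP formed is detected with Transcreener HTRF reagents after 30 min at room temperature.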
Active calls of the source: *; i = inactive; u = inconclusive; x = no result given; [ ] = dose if it differs, or a comment. Unless noted, calls follow the shape of the dose curve; as a rule, active = well fitted curve in the direction sought with a large enough effect; inconclusive = small, poorly fitted or top-dose-only effect, or another doubt; inactive = no such curve, though single readings can be large; an effect the other way counts as inactive or inconclusive. Compounds were not picked by outcome. Share with any hit: about 4.4%.

Start of the data: the first two compounds, ahead of the listing:
Each structure is followed by: A549 tox, ATXN viability, Nrf2 block, CCT chaperon mod, Mm-Cpn inhibitor, Nrf2 activator, HepG2 tox, pAkt inh, TGFb inhibitor
> CCCN1C(=O)/C(=C/c2ccc(C)s2)SC1=Nc1ccc(OC)cc1
  -4%, i, 2%, 1.3, -3%, -0.8%, -4%, i, 3%
> COc1cccc(CNc2ccc3c(c2)nc(C)n3C)c1OC
  -5%, i, u, 0.0, -1%, 4.0%, -12%, i, 12%

Main list, repeating the preview:
Each structure is followed by: A549 tox, ATXN viability, Nrf2 block, CCT chaperon mod, Mm-Cpn inhibitor, Nrf2 activator, HepG2 tox, pAkt inh, TGFb inhibitor
> CCCN1C(=O)/C(=C/c2ccc(C)s2)SC1=Nc1ccc(OC)cc1
  -4%, i, 2%, 1.3, -3%, -0.8%, -4%, i, 3%
> COc1cccc(CNc2ccc3c(c2)nc(C)n3C)c1OC
  -5%, i, u, 0.0, -1%, 4.0%, -12%, i, 12%
> COc1ccc(NC(=O)Cn2c(=O)n(CC(=O)NCc3ccco3)c(=O)c3ccccc32)cc1OC
  -11%, i, -14%, -9.7, 2%, -0.1%, -1%, i, 22%
> CC(C)CNC(=O)CCCSc1nc2ccccc2[nH]1
  1%, i, 9%, 0.9, 5%, 0.2%, -2%, i, 2%
> Cc1cc(C)nc(NC(=O)c2ccc(Cl)c(Cl)c2)n1
  0%, i, x, -2.1, -1%, 0.4%, 10%, i, -7%
> CC(=O)NC(=S)Nc1ccc([N+](=O)[O-])cc1C
  -1%, i, -3%, -2.2, 2%, 1.9%, -23%, i, -14%
> Cc1ccc(S(=O)(=O)NCC(=O)OC(C)C(=O)Nc2ncc(Cl)cc2Cl)cc1 (stereo unspecified)
  -2%[1.84 µM], i, 17%, -0.9, -2%, 0.2%, -17%, i, -2%
> CCOC(=O)C1=C[C@@H](C(C)(C)C)N(S(=O)(=O)c2ccc(C)cc2)[C@H]1c1cccc2ccccc12
  x, i, x, 1.6, x, 3.0%, -8%, i, u
> O=C(COC(=O)c1c[nH]c(=O)[nH]c1=O)Nc1ccccc1
  0%, i, 5%, -1.5, 1%, -1.0%, 18%, i, -2%
> CCCc1cc2c(cc1NC(=O)Cc1ccccc1)OCO2
  1%, i, 0%, -7.8, x, 0.0%, -1%, i, -7%
> CCCNC(=O)Cc1c(C)oc2ccccc12
  -7%, i, -14%, -0.4, 3%, -0.5%, 8%, i, 6%
> Cc1ccc(C(=O)OCC(=O)Nc2c(C)n(C)n(-c3ccccc3)c2=O)cc1[N+](=O)[O-]
  -2%, i, 3%, -1.3, 0%, 0.4%, 10%, i, 12%
> O=C(Nc1ccc(-c2nc3ncccc3o2)cc1)c1ccc([N+](=O)[O-])o1
  0%, i, -4%, 1.4, -3%, -0.2%, -22%, i, u
> Cc1ccc(C(=O)NCc2ccc3c(c2)OCO3)cc1Cl
  2%, i, 20%, 0.3, 1%, 2.4%, 0%, i, -2%
> Cc1nnsc1C(=O)NC1CCCc2c1cnn2-c1ccc(C(C)(C)C)cc1 (stereo unspecified)
  u, i, 2.1µM*, -0.4, -3%, -0.6%, -25%, i, 13%
> CC1NC(=O)COC1c1ccccc1 (stereo unspecified)
  x, i, x, 0.2, x, -0.4%, -15%, i, -9%
> Cn1c(=O)cc(OCCCC(=O)N2CCN(Cc3ccc4c(c3)OCO4)CC2)c2ccccc21
  10%, x, -2%, 0.8, 0%, 6.5%, -23%, x, -27%
> Cc1cccc(N(C)S(=O)(=O)c2cc3[nH]c(=O)c(=O)[nH]c3cc2C)c1
  10%, u, u, x, x, -0.6%, -23%, x, -4%
> Cc1cc(C)cc(NS(=O)(=O)c2c(C(=O)N3CCCCCC3)c(C)n(C)c2C)c1
  -8%, i, -13%, 0.6, -1%, 0.3%, 2%, i, 22%
> CC(=O)Nc1ccc(N/C=C/C(=O)c2ccccc2)cc1
  -10%, i, u, 1.9, 0%, 2.1%, 10%, i, -6%
> COc1ccc(/C=C\c2onc(C)c2S(=O)(=O)N2CCC(C(=O)Nc3cccc(Cl)c3)CC2)cc1
  -5%, x, -13%, x, x, 3.2%, -35%, x, u
> COc1ccc(S(=O)(=O)NCCc2csc(-c3cccc(F)c3)n2)cc1OC
  11%, i, x, x, x, 5.0%, -13%, x, u
> COc1ccc2c(CNC3CCCCCC3)c(C(=O)O)n(Cc3ccc(C)cc3)c2c1
  u, u, -6%, x, x, 3.1%, -17%, x, u
> CC(C)CC(=O)Nc1ccc(C(=O)CN2CCC(C)CC2)cc1
  1%, i, 33%, -0.1, 0%, -0.7%, -5%, i, 6%
> Fc1cccc(Cl)c1CSc1nnc2ccccn12
  2%, i, 28%, -6.9, 3%, 4.8%, 0%, i, -20%
> COc1ccc(N(CC(=O)NC2CCCCC2C)S(=O)(=O)c2c(C)nn(C)c2C)cc1 (stereo unspecified)
  -2%, i, u, 0.2, -2%, -0.7%, -1%, i, 10%
> O=C(COCc1ccccc1)N[C@@H]1c2ccccc2CC[C@@H]1OCc1ccccc1
  13%, i, u, -7.3, -2%, 5.7%, -5%, i, u
> CCOC(=O)N1CCN(S(=O)(=O)c2ccc(OCC)c(C)c2)CC1
  5%, i, x, 0.3, 1%, 0.4%, -23%, i, -19%
> CCOC(=O)C1(CCCc2ccccc2)CCN(C2CCN(C(C)=O)CC2)CC1
  19%, u, 13%, -1.0, 4%, 0.1%, -17%, i, -13%
> O=C(Nc1ccc(Cl)cc1)OCc1cn(-c2ccc(Cl)cc2)nn1
  x, i, -13%, 0.1, 0%, 2.5%, 1%, i, 9%
> Cc1ccnc(NS(=O)(=O)c2ccc(NC(=O)Cc3ccccc3)cc2)n1
  2%, i, 10%, 0.1, -1%, -0.4%, -2%, i, 1%
> CCCS(=O)(=O)c1nc(S(=O)(=O)c2ccc(Cl)cc2)c(N2CCC(O)CC2)s1
  0%, i, -17%, -1.4, -3%, 20%, 3%, i, -1%
> COc1cc(Cn2c(=O)oc3ccc(C)cc32)ccc1OCCC(C)C
  -8%, i, 21µM*, x, x, 3.6%, -26%, x, u
> CN1N=C(C(C)(C)C)CSC1=Nc1ccc(F)cc1
  1%, i, 10%, 0.5, -2%, -0.5%, 9%, i, -5%
> COC(=O)CN1C(=O)CSc2ncccc21
  -1%, i, -1%, -6.4, -5%, -0.2%, -16%, i, 0%
> C=C1C(=O)OC2C=C(CO)C3OC3C3OC3(C)CC(OC(=O)/C(=C/C)COC(C)=O)C12 (stereo unspecified)
  u, x, 23µM*, -4.1, x, u, -66%, i, u
> COc1cc(C(=S)N2CCCC2)ccc1O
  -9%[1.84 µM], i, 2%, -1.2, 1%, -0.8%, -5%, i, -25%
> COC(=O)c1ccccc1NC(=O)CCCn1nc(C)c2sc3ccccc3c2c1=O
  -2%, x, u, x, x, 3.8%, -5%, x, 20%
> COc1ccc([N+](=O)[O-])cc1NC(=O)C(C)OC(=O)Cc1ccc(OC)c(OC)c1 (stereo unspecified)
  -3%, u, -14%, -4.6, -2%, 0.7%, 7%, i, 0%
> COCCNC(=O)C1CCCN(C(=O)c2ccc3c(c2)C(C)(C)CCC3(C)C)CC1 (stereo unspecified)
  x, i, x, 0.2, x, 0.0%[9.22 µM], -28%, i, 1%
> Cc1cccc(CN2C(=O)c3ccccc3S(=O)(=O)c3ccc(C(=O)N(C)Cc4ccccc4)cc32)c1
  -3%, i, -14%, x, x, 0.7%, -12%, x, -16%
> O=C(Nc1ccc(F)cc1F)NC1CCCc2ccccc21 (stereo unspecified)
  6%, i, -9%, -1.0, 0%, 0.3%, 7%, i, -3%
> CC(=O)c1cn(-c2ccc(Cl)cc2)c(=O)n(Cc2ccc(Br)cc2)c1=O
  2%, i, 26%, -3.2, u, 0.1%, -7%, i, -8%
> CCOc1ccc(C(CC(=O)O)NC(=O)Cc2ccccc2)cc1OC (stereo unspecified)
  3%, i, -4%, 1.9, -3%, 0.0%, -13%, i, -2%
> Cc1ccc(-c2nnn(CC(=O)N(CC(=O)NC3CCCC3)c3ccc(F)c(Cl)c3)n2)o1
  -13%, i, u, -5.3, 0%, -0.2%, 5%, i, 4%
> COc1ccccc1-c1cc(N)n(S(=O)(=O)c2ccc(F)c(C)c2)n1
  6%, i, -12%, 0.5, -1%, -1.1%, -21%, i, u
> Cc1[nH][nH]c(=O)c1N=Nc1ccccc1
  -22%, i, -20%, 1.7, 0%, 0.5%, -4%, i, 12%
> Fc1ccccc1CN1CCCC(NC2CCC2)C1 (stereo unspecified)
  -9%, i, -2%, -0.2, 1%, 1.3%, -10%, i, -2%
> Cc1cc(C)cc(NC(=O)CCc2c(C)nc3nc(CNC(=O)c4cccc(F)c4)nn3c2C)c1
  0%, i, -18%, x, x, 3.7%, 5%, x, u
> Cc1cc(C)n(C(N)=NC(=O)c2ccc([N+](=O)[O-])cc2)n1
  2%, i, -14%, -2.3, 0%, 3.5%, -5%, i, 8%
> COc1ccc(S(=O)(=O)N2CCSCC2)cc1
  5%, i, -3%, -2.8, 4%, -0.2%, -20%, i, -8%
> Cc1ccc(NC(=O)c2ccccc2SCC(=O)N2CCCC2)cc1S(=O)(=O)N(C)C
  1%, i, -14%, -0.3, -2%, 0.2%, -46%, i, u
